High-throughput results as filed in PubChem.
CHOP inhibitor – inhibitors of CHOP induction in ER stress response | CHO-K1 CHOP-promoter luciferase, tunicamycin-induced, 15-18 h | inhibition, % at 10 µM | 220,000 compounds, 3.8% hits;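 active means compounds that reduced the stress-induced luciferase reporter signal by more than about 70% of percent inhibition, limit read from the data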;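 further: 0% = tunicamycin plus vehicle and 100% = wells without tunicamycin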
NPY-Y1 antag – blocks the human neuropeptide Y Y1 receptor | P25929 | HEK293-CNG Y1 cells, membrane potential fluorescence; NPY at EC95, then isoproterenol | inhibition, % at 3.6 µM | 200,000 compounds, 1% hits;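 active means inhibition above the campaign mean inhibition of all tested compounds plus 3 SD, cut at about 20% in these data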;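 further: 0% = DMSO wells given NPY plus isoproterenol and 100% = isoproterenol alone without NPY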
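Assay system: HEK293 Y1/CNG channel cell line; Doses: single compound dose of 3.6 µM, 0.4% DMSO; Timing: dye 3 h, compound 60 min room temperature, stimulation 45 min; Technique: Membrane-potential fluorescent dye readout; Measure: % inhibition of NPY effect.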
NPY1 pot ag – potentiators or agonists of human neuropeptide Y receptor Y1. P25929. NPY-Y1 expressing cells, potentiator/agonist activation. activation, % at 3.6 µM. 220,000 compounds, 0.37% hits. AID 1304; in the data active means activation above about 33%, passing the limit was not always enough;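 further: cells stimulated with NPY at EC10 then isoproterenol at EC100; 0% = low agonist plus stimulus and 100% = saturating agonist plus stimulus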
TRPML3 ag – agonists of human TRPML3 channel; HEK293 TRPML3-YFP, Fluo-8 calcium fluorescence; 100% = the carbachol control signal; activation, % at 3 µM; 220,000 compounds, 0.29% hits; AID 1448;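 active means activation above its plate's cutoff, the mean activation of the plate's test wells plus 3 SD, cut at about 12% in these data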;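 further: 0% = DMSO only wells and 100% = carbachol wells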
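Material: TRPML3-YFP stable HEK293 cells | Dosing: One concentration, 3 µM nominal, 0.3% DMSO | Timing: 125 s total fluorescence read per well | Technique: Fluo-8 calcium dye fluorescence, ex 470-495, em 515-575 nm | Measure: Percent activation from peak-to-basal fluorescence ratio, scaled between DMSO and carbachol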
S1P4 agonist – agonists of human S1P4 receptor; O95977; S1P4-expressing cell line, agonist reporter assay; activation, % at 4.98 µM; 220,000 compounds, 0.35% hits; AID 1509; in the data active means activation above about 11%;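 further: 0% = DMSO vehicle and 100% = reference agonist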
Target sequence (O95977 whole entry, looked up): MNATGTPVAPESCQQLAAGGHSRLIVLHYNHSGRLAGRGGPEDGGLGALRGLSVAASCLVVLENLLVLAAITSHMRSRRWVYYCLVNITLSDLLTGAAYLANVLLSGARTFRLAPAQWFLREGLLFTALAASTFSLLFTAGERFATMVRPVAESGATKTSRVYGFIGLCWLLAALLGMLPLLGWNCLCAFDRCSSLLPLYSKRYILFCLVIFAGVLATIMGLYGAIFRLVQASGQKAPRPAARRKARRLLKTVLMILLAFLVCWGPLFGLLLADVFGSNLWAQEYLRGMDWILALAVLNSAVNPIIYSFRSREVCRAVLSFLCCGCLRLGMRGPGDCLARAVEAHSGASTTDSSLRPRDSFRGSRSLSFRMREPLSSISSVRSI
EP2 modulator – modulators of human EP2 prostaglandin E2 receptor. P43116. EP2-expressing cells, cAMP HTRF FRET, PGE2 co-stimulation. induction, % at 25 µM. 260,000 compounds, 0.83% hits. AID 940;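 active means compounds whose cAMP rise, as percent of the full-agonist control response, exceeds 60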;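 further: rat C6 glioma line stably carrying human EP2 under a CMV promoter; the protocol text gives 20 µM as final concentration; 100% = response of wells given 1 µM PGE2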
Target sequence (P43116 whole entry, looked up): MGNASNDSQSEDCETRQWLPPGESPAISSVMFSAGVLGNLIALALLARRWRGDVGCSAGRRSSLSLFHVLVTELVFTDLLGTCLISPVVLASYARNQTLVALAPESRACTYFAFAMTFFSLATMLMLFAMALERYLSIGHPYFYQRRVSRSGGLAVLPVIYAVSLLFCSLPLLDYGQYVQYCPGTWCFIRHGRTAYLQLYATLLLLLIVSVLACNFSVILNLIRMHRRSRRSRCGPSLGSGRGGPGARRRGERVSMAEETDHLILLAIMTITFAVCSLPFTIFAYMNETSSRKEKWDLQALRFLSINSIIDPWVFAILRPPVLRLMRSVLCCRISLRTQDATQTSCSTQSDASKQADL
NPY2 pot ag – potentiates or activates human NPY-Y2 receptor; cells expressing NPY-Y2, potentiator/agonist read-out; activation, % at 3.6 µM; 220,000 compounds, 0.45% hits; AID 1359; in the data active means activation above about 27%;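 further: cells stimulated with NPY near EC25 plus isoproterenol at EC100; 0% = vehicle plus submaximal agonist and 100% = vehicle plus saturating agonist; some results beyond the cut were filed as inactive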
S1P4 antag – blocks the human S1P4 receptor. S1P4-expressing cells, antagonist mode, reporter read-out. inhibition, % at 4.98 µM. 220,000 compounds, 0.26% hits; in the data active means inhibition above about 29%;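 further: 0% = wells stimulated with agonist and 100% = vehicle wells without agonist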
zfTRPN1 agonist – activates the zebrafish TRPN1 channel | HEK293 zebrafish TRPN1-YFP, Fluo-8 calcium fluorescence; 100% = response to 87 µM carbachol | activation, % at 3 µM | 220,000 compounds, 0.18% hits;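 active means activation above its plate's cutoff, the mean activation of test wells on that plate plus 3 SD, cut at about 19% in these data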;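 further: 0% = DMSO alone and 100% = 87 µM carbachol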
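Control set: carbachol 87 µM as high control, DMSO as low control; system: HEK293 stable line with zebrafish TRPN1-YFP; read-out: % activation versus carbachol response; detection: intracellular calcium fluorescence with Fluo-8; doses: single test compound dose, 3 µM nominal, 0.3% DMSO; schedule: dye 1 h 37 °C plus 30 min RT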
* marks the source's active call; other numbers are inactive results; · = no result given; & = joins results of further samples.

SMILES	CHOP inhibitor	NPY-Y1 antag	NPY1 pot ag	TRPML3 ag	S1P4 agonist	EP2 modulator	NPY2 pot ag	S1P4 antag	zfTRPN1 agonist
CCN(CC)C(=O)c1cc2cc([N+](=O)[O-])ccc2s1	-9	4	0	0.8	-0.5	-26	-19	1	0.9
C/C(Cc1ccccc1)=N\NC(=O)CNC(=O)c1ccc(Cl)cc1	0	·	3	-0.6	0.2	-1	-15	-9	-0.9
CCCCC(=O)Nc1nnc(SCC(=O)N2CCN(c3ccccc3OC)CC2)s1	68	-4	-7	0.8	1.2	-7	-1	-20	0.3
O=C(c1ccccc1)c1ccc2ccccc2n1	18	5	-10	-0.2	0.7	10	-3	3	-1.1
O=C(CCc1nnc(Cc2ccc(-c3ccccc3)cc2)o1)NCCc1ccccn1	3	0	2	1.5	0.7	-50	8	0	0.1
CCOC(=O)C1=C(O)/C(=C/c2ccc(C)o2)SC1=NC(=O)c1ccccc1C	·	-2	-18	5.5	-0.5	·	12	-10	6.2
Cc1n[nH]c(C)c1CS(=O)(=O)c1ccccc1	4	0	-2	0.8	1.9	1	-5	-19	-1.3
CC1(C)Cc2c(c(-c3ccco3)nc3sc4c(NCCO)ncnc4c23)CO1	57	3	-5	0.6	0.4	-8	-7	-16	0.8
CC1=Cc2ccccc2C(C#N)N1C(=O)c1ccccc1 (configuration not stated)	9	6	14	0.1	-0.7	24	8	-5	-0.2
O=C(NCC1CC1)[C@@H]1C[C@H]1[C@@H](NP(=O)(c1ccccc1)c1ccccc1)c1ccccc1	-10	10	-25	-0.8	0.1	20	-5	4	-2.4
Cc1nonc1OCCNCc1c(C(=O)N(C)C)nc2ccc(Cl)cn12	8	13	-10	0.4	0.4	7	-6	7	-0.1
CCN(CC)CCNc1ccc(CO)c2sc3ccccc3c(=O)c12	14	3	-23	0.5	0.9	-51&-27	0	-18	-0.8
COC(=O)[C@H](C)NC(=O)Nc1cccc(Br)c1	10	·	3	1.2	2.0	-17	-5	-1	0.9
Cc1cc(C)c2c(-n3cccc3)c(C(=O)NNS(=O)(=O)c3ccc(F)cc3)sc2n1	33	2	-7	-0.6	-1.9	28	-10	-13	-1.8
N#C/C(=C\c1cc([N+](=O)[O-])c(N2CCOCC2)cc1N1CCOCC1)c1nc2ccccc2[nH]1	18	4	-7	1.2	-0.1	11	-5	2	1.2
C/C(=N/OC(=O)c1ccc(F)cc1)c1ccc(C)cc1	29	2	-9	-0.1	1.2	-7	-11	-9	-0.6
S=C1NCCc2ccc(Cl)cc2C1c1ccccc1 (configuration not stated)	6	3	22	-1.6	-2.2	75*	13	13	-2.3
CCC(C)NC(=O)Cc1cn(C)c2ccccc12 (configuration not stated)	-5	1	-15	1.5	-3.4	-17	20	5	-1.6
C=CCSC(=C(C#N)C#N)c1cc2c([nH]1)CCCC2	63	-10	35*	1.1	1.5	2	43*	7	-0.9
Cc1ncc([N+](=O)[O-])n1Cc1ccc(Br)cc1	17	2	13	1.1	-1.0	-21	3	-9	2.0
Cc1nc2ccccc2n1S(=O)(=O)c1ccc(Br)cc1	29	3	7	-0.2	0.3	21	-2	7	-2.3
CCC(=O)Nc1ccc(C(=O)NNC(=O)c2ccccc2)cc1	-17	-1	1	0.5	1.4	25	-9	-4	0.1
Cc1ccn2cc(CNS(=O)(=O)c3ccc4c(c3)OCCO4)nc2c1	7	4	-11	0.7	1.4	14	-12	-13	2.6
CSc1ccccc1NC(=O)Nc1cccc(Cl)c1C	66	0	-17	-0.7	1.6	-6	-17	-6	-0.5
CC(=O)c1ccc(NC(=O)Nc2ccc(NS(=O)(=O)c3ccc(C)cc3)cc2)cc1	42	-12	45*	0.7	1.9	-4	40*	3	2.6
CN(C)CCCNS(=O)(=O)c1cc(Cl)ccc1Cl	-21	3	7	0.1	0.9	-1	-4	10	1.1
N#CCC(N)=C(C#N)C#N	13	-2	3	1.9	2.6	22	0	-11	3.0
O=C(CSc1nnc(Nc2ccccc2)s1)Nc1ccc(S(=O)(=O)N2CCOCC2)cc1	23	0	31	0.9	0.9	-43	19	-5	3.0
COCCn1c(=NC(=O)c2nc3ccccc3s2)sc2cc(S(C)(=O)=O)ccc21	68	-3	-7	0.9	1.2	31	2	4	1.7
CCSc1nc2ccccc2c(=O)n1-c1c(C)n(C)n(-c2ccccc2)c1=O	11	-1	-23	0.6	1.2	12	-21	-24	0.1
CC(C)NC(=O)C(=O)NCCCN1CCOCC1	9	-1	26	0.2	-1.6	17	-11	9	0.6
Cn1c(SCC(=O)Nc2sccc2C(N)=O)nnc1-c1ccncc1	10	·	-4	0.5	1.0	20	12	-2	0.1
Cc1ccccc1NC(=O)OCc1cn(-c2ccc(Cl)cc2)nn1	6	8	-5	-0.2	1.0	13	3	-3	1.2
Cc1ccccc1C(=O)OCc1cnc(Cl)s1	7	2	-11	-0.2	0.8	0	-3	-3	-0.5
Cn1c(SCC(=O)CC(=O)Nc2ccccc2)nnc1-c1ccc(O)cc1	8	-1	20	0.8	2.5	18	4	-24	0.1
Cc1cccc(C(=O)Nc2sc3c(c2C(=O)O)CCC3)c1	4	·	3	0.4	0.2	-11	-46	-12	0.6
COC(=O)c1cc(Br)c(=O)n(Cc2ccco2)c1	-2	-6	16	-0.5	-3.9	18	15	7	0.4
CC(C)(C)[C@@H]1C=C(C(=O)O)O[C@H](OCc2ccc(CO)cc2)C1	23	-1	18	1.0	1.7	18	9	-6	2.2
COCCCN1C(=O)C(=O)/C(=C(/O)c2ccc3c(c2)OCCO3)C1c1ccc(C(=O)OC)cc1 (configuration not stated)	-3	-7	-24	0.7	6.6	27	1	-3	1.0
CC1CCCN(CC(O)CN)C1 (configuration not stated)	-7	1	-9	1.1	2.4	20&-21	4	-3	1.5
Cc1cccc(C)c1NC(=O)Nc1cccs1	-40	0	0	-0.3	0.6	-7	-4	0	1.1
Cc1ccc(CNC(=O)/C=C/C(=O)O)cc1	1	-2	7	1.1	1.8	2	10	-21	0.9
O=C(NCc1ccc(F)cc1)C(=O)NCC1OCCN1C(=O)c1cccs1 (configuration not stated)	11	-6	5	0.0	1.4	13	2	-17	0.7
c1ccc(C2OC3c4cccc5cccc(c45)C3N2c2ccccc2)cc1 (configuration not stated)	17	8	-2	-0.1	-0.8	49	-4	-18	-1.6
CCCN1C2=C(C(=O)CCC2)C(c2ccc(O)c(Br)c2)C2=C1CCCC2=O	44	-3	4	0.4	-0.4	22	10	2	-0.2
Cc1cc(NC(=O)Cn2nnc3sc4c(c3c2=O)CCCC4)no1	61	7	-12	0.2	0.5	-6	-2	-4	-0.9
COc1cc(CCC(=O)Nc2ccc(C)c(S(=O)(=O)N(C)C)c2)cc(OC)c1OC	3	-1	-18	2.0	0.5	-30	-7	-16	4.0
CCS(=O)(=O)N1CCN(C(=O)COc2ccc(-c3ccccc3)cc2)CC1	37	7	-2	1.2	-0.5	-17	-11	-3	-0.9
CCSc1nnc(NC(=O)C(C)Sc2nc3ccccc3[nH]2)s1 (configuration not stated)	10	1	5	1.9	-0.6	28	2	-18	1.5
CC1=CC(C2CC(=O)N(c3ccccc3C)C2=O)CC2C(=O)N(c3ccccc3C)C(=O)C12 (configuration not stated)	-43	7	13	0.8	-1.2	-6	8	-5	1.7
COc1ccc(-c2nnc3sc(CCN4C(=O)c5ccccc5C4=O)nn23)cc1	39	9	7	-0.3	-1.0	-13	-7	-8	0.3
O=C(c1ccc(CS(=O)(=O)c2ccc(Br)cc2)o1)N1CCCC1	-17	3	8	0.8	-2.2	14	12	-3	0.2
COc1ccc(NC(=O)c2cc(SC)ccc2Cl)cc1	8	4	4	-0.3	1.0	13	4	-5	-0.5
COc1ccccc1/C=C/C=N/N1CCN(Cc2cccc3ccccc23)CC1	5	4	-13	-0.2	0.1	-37	-2	-5	-0.6
CCC(=O)c1ccc(N2CCCC2)c(F)c1	22	2	-24	0.5	3.4	5	-13	-24	1.0
Cn1c(-c2ccccc2)c(CCO)c2ccccc21	24	5	9	0.9	0.8	36	14	-9	-2.2
CCOc1ccc(NC(=S)Nc2ccc(Br)cc2Cl)cc1	9	1	-10	0.4	2.2	-49	-10	-10	-1.4
CC(C)CN(C(=O)COC(=O)c1ccc2c(c1)NC(=O)CS2)C1CCS(=O)(=O)C1 (configuration not stated)	2	2	-18	1.4	-0.7	14	3	-16	0.4
O=C(NCCN1CCN(c2ccccc2)CC1)c1ccc(NC(=O)C2CCCO2)cc1 (configuration not stated)	29	-6	0	1.1	-1.8	11	11	-18	-0.1
